# MT stabilizer = microtubule stabilizers in HeLa cells, primary screen, imaging, high-content imaging. % tubulin-high responders, % at 10 µM. hit rate 0.83% among 200,000. HeLa tubulin immunostaining HCS, 24 h; share of cells brighter than vehicle mean+2SD;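 active = plate Z-score above 3 for both tubulin-high and condensed-nucleus cell shares, with cell loss under 80%, at 10 µM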;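 note: anti alpha tubulin signal scored within the nucleus-defined area of each cell; some results filed as inactive read as strong as hits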
# Autophagy HCS = autophagy modulators in MEF cells, primary screen, imaging, high-content, MEF GFP-LC3. MEF GFP-LC3 puncta imaging; test concentration mostly 10 µM. calls only at 10 µM (by protocol). hit rate 0.98% among 190,000;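 active = percentage of spot-positive cells more than 3 SD above its plate mean, without a fluorescence outlier flag or 80% toxicity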;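 note: spot-positive cell cutoff set from DMSO-treated cells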
# P. falciparum M17LAP = P. falciparum M17LAP inhibitors, primary screen, biochemical, fluorogenic H-Leu-NHMec substrate, 1536-well (AID 1619); Leucine aminopeptidase (Plasmodium falciparum (isolate 3D7)); recombinant M17LAP, H-Leu-NHMec fluorogenic kinetic assay; higher % means a stronger effect; one-dose inhibition, % at 30 µM; IC50 in µM for titrated hits; hit rate 0.38% among 220,000;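 active = compound inhibiting the enzyme by more than half at any dose during confirmatory dose-response retesting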;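 note: plate controls were full reaction with DMSO carrier for no effect and no enzyme background for full effect; strong numbers were not always called active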
# P. falciparum M1AAP = P. falciparum M1AAP inhibitors, biochemical, fluorogenic H-Leu-NHMec substrate, 1536-well (AID 1445); one-dose inhibition, % at 30 µM; IC50 in µM for titrated hits; hit rate 0.42% among 220,000; recombinant M1AAP, H-Leu-NHMec fluorogenic kinetic assay; higher % means a stronger effect; Aminopeptidase N (Plasmodium falciparum (isolate 3D7));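 active = primary inhibition above the hit cutoff, then over 50% inhibition at one or more dose response concentrations, cut at about 23% in these data, passing the limit was not always enough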;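 note: plate controls were DMSO full reaction for no effect and no enzyme background for full effect; strong numbers were not always called active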
# T cell HTS = modulators of CD8 T cell-vesicle binding, primary screen, mouse 2C CD8+ T cells, flow cytometry; calls only at 7 µM; hit rate 0.068% among 330,000; 2C CD8+ T cell-vesicle binding; active compounds read low;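 active = response, share of CD8 T cells binding vesicles, and their 90th percentile fluorescence all below set limits, cut at about 80% in these data, passing the limit was not always enough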
#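 Assay system: 2C TCR transgenic mouse naive CD8+ T cells, MACS-purified | Read-out: CD8+ gate FL2 mean fluorescence as % of same-row positive control | Signal: High-throughput flow cytometry with anti-B7-1 and anti-CD8 staining | Timing: Binding step 1.5 h, 37 °C, antibody labelling 20 min, ice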
# Dynein cargo inh = inhibitors of GR-EGFP nuclear translocation, primary screen, dynein cargo transport inhibitor project, imaging, high-content, 3617.4 mouse cells | test concentration mostly 20 µM; stimulated with dexamethasone, 1 µM; active compounds read low | z-score, hits read low | hit rate 0.47% among 220,000;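 active = plate z-score of nuclear minus cytoplasmic receptor signal below a set negative limit, without overly bright fluorescence or cell loss, cut at about -3.5 in these data, passing the limit was not always enough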;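 note: z-score of nuclear minus cytoplasmic ring GR-EGFP intensity difference per well; some compounds called inactive have numbers as strong as hits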
#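 Also added: dexamethasone, 1.0 µM final. Medium: tet-free, stripped-serum medium. Detection: fixed, Hoechst-stained cells imaged at 10x for EGFP. Read-out: nuclear-to-cytoplasmic GR-EGFP distribution per well. Times: induction 48 h, compound 1 h, agonist 30 min.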
# Yfh1-off respiration = enhancers of respiration in Yfh1-depleted yeast, dose response, Friedreich's ataxia, plus single-dose screen (AID 1465) | one-dose fold induction at 50 µM; EC50 in µM for titrated hits | hit rate 0.074% among 220,000 | S. cerevisiae Yfh1-off respiration, WST-1 reduction, 72 h; higher fold induction means a stronger effect;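 active = fold induction of absorbance versus untreated yeast above a set limit, then at least 30% activation at any dose in follow-up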;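 note: activators that raise dye reduction in frataxin-depleted yeast; strong numbers were not always called active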
# bCat nuc transl = modulators of beta-catenin nuclear translocation, primary screen, imaging, HeLa cells, immunofluorescence, high-content. nuclear translocation activity, % at 5 µM. AID 1665, 2009. hit rate 0.3% among 190,000;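 active = nuclear translocation activity above 50% at 5 µM, with a well cell count of 50 or more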;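 note: per-cell ratio of nuclear to cytoplasmic median beta-catenin stain intensity; plate controls were DMSO negative control for no effect and GSK-3 inhibitor IX positive control for full effect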
#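 Assay system: human HeLa cells, native beta-catenin; doses: 5 µM primary, 0.02–20 µM confirmation; incubation: compound treatment 24 h, 37°C, 5% CO2; technique: fluorescence imaging of beta-catenin antibody stain plus DAPI; measure: % activation, nuclear-to-cytoplasmic median beta-catenin signal ratio per cell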
# WT yeast gro inh = growth inhibition of WT strain, primary screen, mitochondrial fusion inhibitor project, WT and mutant strains, chemical genetic; mitochondrial fusion phenotypic screen; inhibition, % at 10 µM; hit rate 2.1% among 190,000; AID 1362, 2008; in the data active = inhibition above about 58%; tested in S. cerevisiae
# WT yeast gro inh mutant strain = recorded beside WT yeast gro inh, whose call it bears; inhibition, %; mitochondrial fusion phenotypic screen, mutant strain inhibition
# Dynein cargo inh cytoplasmic EGFP = further read-out of Dynein cargo inh, marked with its call; z-score; measured here: cytoplasmic GR-EGFP intensity; active compounds read high
# Dynein cargo inh nuclear GR-EGFP = recorded beside Dynein cargo inh, whose call it bears; z-score; measured here: nuclear GR-EGFP intensity;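 lower value marks the stronger effect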
# Dynein cargo inh cell count = further read-out of Dynein cargo inh, marked with its call; z-score; measured here: cell count per field
# bCat nuc transl cell count 5 µM = further read-out of bCat nuc transl, marked with its call; cell count; measured here: cell count, cytotoxicity flag
# T cell HTS vesicle-bound % = second read-out of T cell HTS, no call of its own (marks repeat the call); double positive events, %; measured here: CD8+ vesicle-bound cell fraction;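 binding gate set so that unloaded-vesicle control wells show 10% double positive cells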
# MT stabilizer Hoechst-high % = recorded beside MT stabilizer, whose call it bears; % Hoechst-high responders; measured here: nuclear condensation Hoechst responders;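 share of cells brighter than vehicle mean plus two SD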
# MT stabilizer cytotoxicity % = second read-out of MT stabilizer, no call of its own (marks repeat the call); toxicity, %; measured here: cytotoxicity by cell density;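 0% = mean cell density of plate MIN control wells and 100% = no cells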
# Autophagy HCS cell loss 18 h = further read-out of Autophagy HCS, marked with its call; toxicity, %; measured here: cell loss, nuclei count;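 cell loss after 18 h compound exposure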
# * hit, by the source's call; i = inactive; / = not tested or not shown. Hits appear at their usual frequency; any-hit rate near 4.4%.
SMILES,MT stabilizer,MT stabilizer Hoechst-high %,MT stabilizer cytotoxicity %,Autophagy HCS,Autophagy HCS cell loss 18 h,P. falciparum M17LAP,P. falciparum M1AAP,T cell HTS,T cell HTS vesicle-bound %,Dynein cargo inh,Dynein cargo inh cytoplasmic EGFP,Dynein cargo inh nuclear GR-EGFP,Dynein cargo inh cell count,Yfh1-off respiration,bCat nuc transl,bCat nuc transl cell count 5 µM,WT yeast gro inh,WT yeast gro inh mutant strain
CCOC(=O)c1csc(NC(=O)Nc2cccc(OC)c2)n1,3.5,3.3,7.3,i,5.6,20.4%,2.5%,/,/,-0.246,-0.267,-0.12,0.764,i,1.2,1074,-7.7,-6.5
Cc1ccc(N2C(=O)c3ccc(C(=O)N4CCN(c5ccc(C)c(C)c5)CC4)cc3C2=O)cc1,1.2,2.6,7.0,i,-1.5,17.8%,-4.5%,i,30.2,-1.4,-0.208,-0.86,0.115,i,-4.7,1018,14.6,-6.8
Cc1ccccc1NC(=S)N(Cc1cccs1)C1CCCCC1,2.7,2.7,6.7,i,-2.8,-4.0%,4.7%,i,34.6,-0.52,-0.133,-0.0397,-0.0192,i,-2.4,1052,67.1*,42.8*
CCOC(=O)Cn1cc(C#N)c2cccc(CC)c21,4.9,2.1,8.6,i,-16.7,-12.1%,0.4%,i,31.1,-0.0602,-0.315,0.0207,0.73,i,-1.8,1016,13.9,5.0
Fc1ccccc1-n1c(-c2ccc3ccccc3n2)n[nH]c1=S,3.9,1.9,4.0,i,-18.7,-5.8%,12.4%,i,4.3,0.0588,-0.0163,0.282,0.953,i,0.4,1476,9.9,14.1
O=C1c2ccccc2C(=O)C12OC2c1cccc2ccccc12 (stereo unspecified),2.5,2.2,9.0,i,1.0,-3.5%,7.8%,i,57.0,-0.432,-0.0565,-0.293,0.188,i,-1.2,513,-1.9,12.0
CC(CCO)Nc1nc2c(c(=O)n(C)c(=O)n2C)n1Cc1cccc(Br)c1 (stereo unspecified),1.6,2.7,0.9,i,23.9,4.9%,13.3%,i,24.7,-0.369,-0.215,-0.413,2.06,i,/,/,-13.1,-27.0
CN(Cc1cn[nH]c1-c1ccc(-c2ccccc2)cc1)CC1CCOCC1,/,/,/,/,/,13.4%,2.7%,i,37.2,0.197,0.0587,0.0283,-0.849,i,1.3,1279,/,/
COc1ccc(Nc2ncnc3sc(-c4ccccc4)cc23)c(OC)c1,/,/,/,/,/,-1.6%,5.6%,i,19.6,0.531,-0.222,0.0347,0.111,i,1.1,1284,/,/
Cc1cccc(C)c1OCC(=O)N/N=C/c1ccc2c(c1)OCO2,32.1*,18.2*,58.0*,i,12.4,3.2%,6.1%,i,54.5,-0.254,-0.221,-0.528,0.485,i,82.1*,670*,17.8,-11.7
O=C(NCc1ccccn1)C(F)(F)C(F)(F)C(=O)NCc1ccccn1,2.1,1.6,1.5,i,-9.4,-10.9%,9.2%,i,15.5,0.681,-0.191,0.453,0.241,i,/,/,5.6,-1.4
O=C(NP(=O)(N1CCCC1)N1CCCC1)C1=C(N2CCOCC2)/C(=C/c2cccc([N+](=O)[O-])c2)CC1,2.5,1.9,8.4,i,21.4,3.6%,1.2%,i,60.5,-1.41,-0.182,-0.347,0.218,i,-1.4,1087,-14.2,-4.5
O=C(Nc1cccc(Oc2c(F)c(F)c(F)c(F)c2F)c1)N1C[C@@H]2C[C@@H](C1)c1cccc(=O)n1C2,2.1,1.8,12.1,i,-10.9,22.0%,-5.0%,i,27.2,-0.429,-0.174,-0.111,0.767,i,-0.7,1131,3.5,-16.4
CC(C)(C)C(=O)c1cnc(Nc2ccccc2Cl)s1,1.7,1.3,6.0,i,-0.6,25.5%,-0.6%,i,46.8,-0.0409,0.465,0.321,0.0588,i,-2.2,1246,-14.9,11.0
Cc1cc(NC2CCCCC2)n2c(n1)nc1ccccc12,4.5,2.2,10.7,i,31.8,-3.6%,5.2%,i,57.3,-0.634,-0.29,-0.128,0.542,i,-0.7,1534,-0.5,2.1
CCOC(=O)c1c(-c2ccc(C)o2)csc1NC(=S)NC(=O)N(C)C,3.0,1.0,6.8,i,-23.1,2.3%,-6.0%,i,40.1,-3.83*,-0.0433*,-0.756*,1.51*,i,-1.5,1341,-2.9,-9.4
CCCCN(Cc1ccccc1)c1ncnc2nc[nH]c12,2.1,1.6,11.0,i,17.1,1.5%,-6.2%,i,33.4,1.69,-0.1,1.04,-1.05,i,1.8,1109,74.6,81.6
CCOc1ccc(N(CC(=O)Nc2nccs2)S(=O)(=O)c2c(C)[nH]c(=O)[nH]c2=O)cc1,4.7,1.5,8.8,i,0.8,-0.1%,7.5%,i,18.4,-1.02,-0.286,-0.71,0.891,i,-1.2,1157,-11.0,12.5
COc1ccc(N2C(=O)C(Cl)=C(NCc3ccccc3)C2=O)cc1,1.9,1.4,18.6,i,5.5,-2.1%,8.6%,i,44.3,-0.441,-0.351,-0.449,0.317,i,/,/,15.1,10.9
CCn1c2ccccc2c2cc(/C(C)=N/O)ccc21,2.5,2.2,15.0,i,7.9,8.7%,-3.0%,i,19.5,0.121,-0.222,0.43,0.0766,/,6.3,728,36.9,45.5
CC(=O)N1N=C(c2cccc(NS(C)(=O)=O)c2)CC1c1cccs1 (stereo unspecified),1.9,1.7,3.7,i,0.6,-6.6%,3.9%,i,54.1,0.191,-0.304,-0.0371,-0.277,i,-4.8,1070,-7.1,-14.5
Cc1ccc(NC(=O)OCc2cc(-c3ccccc3)on2)cc1,3.3,1.5,7.1,i,14.1,3.5%,11.1%,i,40.9,-0.363,-0.323,-0.222,0.946,i,0.5,1504,15.6,6.3
COc1cc2c(C)nc3c(cnn3-c3ccccc3)c2cc1OC,7.1,3.7,1.5,i,3.9,-2.5%,-1.7%,i,45.8,0.581,-0.234,0.389,0.347,i,-0.5,1604,-8.7,-2.8
CCOC(=O)c1cc(-c2ccccc2)sc1NC(=O)CN1C(=O)NC(CC)(c2ccccc2)C1=O (stereo unspecified),3.9,2.1,10.2,i,5.0,-3.0%,7.9%,i,40.2,-1.13,-0.241,0.0738,1.41,i,-6.4,1154,-3.1,8.1
Cc1ccc2nc(NCc3ccccc3)c(C=O)c(=O)n2c1,1.6,3.9,7.8,i,-10.2,-10.2%,2.9%,i,36.4,-0.294,-0.298,-0.351,0.114,i,1.7,582,-13.7,2.6

# The listing continues.
SMILES,MT stabilizer,MT stabilizer Hoechst-high %,MT stabilizer cytotoxicity %,Autophagy HCS,Autophagy HCS cell loss 18 h,P. falciparum M17LAP,P. falciparum M1AAP,T cell HTS,T cell HTS vesicle-bound %,Dynein cargo inh,Dynein cargo inh cytoplasmic EGFP,Dynein cargo inh nuclear GR-EGFP,Dynein cargo inh cell count,Yfh1-off respiration,bCat nuc transl,bCat nuc transl cell count 5 µM,WT yeast gro inh,WT yeast gro inh mutant strain
CCOC(=O)N1CCN(c2nc(-c3cccs3)cc(C(F)(F)F)n2)CC1,2.5,1.8,2.2,i,0.3,-9.1%,-1.3%,i,38.6,-0.215,-0.209,0.00947,0.436,i,-0.6,1212,-25.4,-1.4
O=C(O)c1ccc2c(c1)C(=O)N(c1ncccn1)C2=O,3.5,1.3,3.7,i,12.9,3.1%,-0.6%,i,45.2,3.63,-0.189,2.7,-1.45,i,4.2,516,1.6,-4.4
O=C(Nc1ccc2c(c1)OCCO2)Nc1ccc2c(c1)OCO2,2.0,1.8,3.3,i,17.2,2.8%,3.6%,i,30.3,-0.641,-0.19,-0.23,0.946,i,-4.8,1135,5.6,11.0
Cc1csc(NC(=O)c2sc3nc(-c4cccs4)ccc3c2N)n1,2.3,1.5,5.7,i,0.1,-14.5%,17.4%,i,21.5,4.43,14.3,5.46,-0.381,i,0.5,1162,-1.3,13.9
CCCCN(C(=O)/C=C/c1ccco1)c1c(N)n(CC(C)C)c(=O)[nH]c1=O,1.8,1.3,3.9,i,3.5,19.5%,10.0%,i,20.6,-0.525,-0.3,-0.156,-0.166,i,-0.2,1157,-10.1,6.1
Cc1ccc(-n2c(C)nc3c(cnn3-c3ccc(F)cc3)c2=O)cc1,1.7,1.9,2.6,i,17.9,-2.3%,7.8%,i,43.5,-0.382,-0.24,-0.261,0.994,/,/,/,5.0,0.7
CCN1CCN(C(=O)CN(C)S(=O)(=O)c2cc(C)ccc2OC)CC1,4.6,2.7,7.1,i,1.1,-0.1%,1.2%,i,25.7,-0.609,-0.319,-0.176,0.72,i,0.4,1580,-2.8,10.9
CCOC(=O)c1sc2ccc(S(=O)(=O)N3CCCCC3)cc2c1N,7.4,2.1,0.5,i,-5.7,8.2%,11.7%,i,20.3,-0.55,-0.125,-0.0229,-0.0648,i,-0.6,1003,18.3,-6.8
